CD11b adhes inh – blocks human CD11b/CD18 adhesion to fibrinogen | 93,000 compounds, 0.54% hits | inhibition, % at 10 µM | K562 CD11b/CD18 adhesion to fibrinogen, ATPlite luminescence; Mn2+ added to activate the integrin | AID 1497;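 active = primary inhibition of 50% or more at 10 µM, then 40% or more on retest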; note: some results filed as inactive read as strong as hits
PLK1 PBD inh – inhibitors of human Plk1 polo box domain binding; P53350; AID 693; inhibition, %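 (tested at about 20 µM)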; Plk1 PBD phosphopeptide binding, fluorescence polarization; 97,000 compounds, 0.13% hits; in the data active = inhibition above about 34%, passing the limit was not always enough
HIV Rev-RRE inh – disrupts HIV-1 Rev binding to RRE RNA; P05866; Rev peptide-RRE RNA binding, FRET; inhibition, % at 8 µM; 97,000 compounds, 0.79% hits;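 active = inhibition above the screen-wide mean plus 3 SD, cut at about 35% in these data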;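 note: 0% = median DMSO wells and 100% = median Neomycin B control wells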
Target sequence (P05866 whole entry, looked up): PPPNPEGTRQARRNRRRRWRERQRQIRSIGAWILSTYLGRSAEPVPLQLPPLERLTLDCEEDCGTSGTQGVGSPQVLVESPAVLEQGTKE
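Test system: Cy5-tagged RRE RNA duplex with fluorescein-tagged Rev peptide | Read-out: % inhibition of FRET ratio versus controls | Probe or stimulus: Labelled Rev peptide | Incubation: 5 min RNA-compound premix plus 15 min binding step, 25 °C | Technique: FRET fluorescence readout | Benchmarks: DMSO low control, neomycin B high control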
ERa coact inh – blocks coactivator binding to human estrogen receptor alpha; P03372; AID 629; TR-FRET ER-alpha LBD / SRC-1 peptide, estradiol-bound; inhibition, % at 25.6 µM; 86,000 compounds, 1.7% hits; in the data active = inhibition above about 50%;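 note: 0% = receptor plus peptide control and 100% = peptide only without receptor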
Target sequence (P03372 whole entry, looked up, the tested form may be a part): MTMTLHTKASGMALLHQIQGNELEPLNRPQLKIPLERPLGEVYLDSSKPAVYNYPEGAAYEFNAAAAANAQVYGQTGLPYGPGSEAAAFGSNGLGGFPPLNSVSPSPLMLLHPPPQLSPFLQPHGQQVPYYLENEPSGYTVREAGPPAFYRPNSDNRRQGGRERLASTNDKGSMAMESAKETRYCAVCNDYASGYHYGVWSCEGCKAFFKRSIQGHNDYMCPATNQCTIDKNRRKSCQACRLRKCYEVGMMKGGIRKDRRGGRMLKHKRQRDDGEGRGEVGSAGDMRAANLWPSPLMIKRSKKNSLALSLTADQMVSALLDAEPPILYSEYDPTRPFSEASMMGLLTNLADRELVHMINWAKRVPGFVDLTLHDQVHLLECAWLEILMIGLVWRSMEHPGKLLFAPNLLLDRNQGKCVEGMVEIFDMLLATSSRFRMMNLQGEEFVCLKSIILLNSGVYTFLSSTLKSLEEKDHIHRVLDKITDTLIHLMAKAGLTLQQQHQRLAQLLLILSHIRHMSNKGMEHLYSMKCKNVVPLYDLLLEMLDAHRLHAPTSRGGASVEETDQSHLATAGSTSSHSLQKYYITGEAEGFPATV
ERa coact pot – ER-alpha (human) coactivator binding potentiation; coactivator binding (% of control), % at 25.6 µM; 86,000 compounds, 1.3% hits; TR-FRET ERalpha-LBD/SRC-Cy5 coactivator binding, 2 h; 100 = basal binding, no effect; P03372; in the data active = activity above about 200%;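 note: binding measured in presence of low estradiol as agonist stimulus; 0% = peptide alone without receptor and 100% = receptor with peptide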
PLK1 kinase inh – blocks human PLK1 kinase activity | P53350 | AID 619 | 97,000 compounds, 0.53% hits | inhibition, % at 10 µM | recombinant PLK1 kinase, TR-FRET peptide phosphorylation;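 active = inhibition of 50% or more in the single-concentration screen; inactive = inhibition below 50%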;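 note: 0% = DMSO max control and 100% = H-89 dihydrochloride min control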
ERb coact inh – ER-beta (human) coactivator binding inhibition; inhibition, % at 25.6 µM; Q92731; 86,000 compounds, 1.3% hits; TR-FRET ER-beta LBD / SRC1-Cy5 peptide binding; receptor agonist-loaded with 1 µM estradiol;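 active = compounds whose percent inhibition of the receptor-coactivator binding signal exceeds about 50% in the single-dose screen, limit read from the data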;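 note: 0% = receptor plus peptide wells without compound and 100% = peptide-only wells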
Mac1 fbg enh – increases human CD11b/CD18 adhesion to fibrinogen. P05107+P11215. 93,000 compounds, 0.07% hits. activation, % at 10 µM. K562 CD11b/CD18 adhesion to fibrinogen, ATPlite luminescence;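 active = 10 µM primary screen giving 50% or more activity, confirmed by 40% or more on retest at that dose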; note: strong numbers were not always called active
FAK blocker – blocks human focal adhesion kinase activity; Q05397; biochemical FAK kinase activity assay; inhibition, %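 (tested at 7 µM)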; 97,000 compounds, 0.84% hits; AID 727; in the data active = inhibition above about 19%;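 note: 0% = DMSO and 100% = reference compound high control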
The depositor's hits bear a star; / = not tested or not shown; [ ] = dose if it differs, or a comment.

Molecule	ERb coact inh	ERa coact inh	CD11b adhes inh	ERa coact pot	HIV Rev-RRE inh	PLK1 kinase inh	PLK1 PBD inh	FAK blocker	Mac1 fbg enh
Cc1cccc(N(C(=O)CNC(=O)c2ccco2)C(C(=O)NC2CCCC2)c2cccnc2)c1 (stereo not drawn)	-1	3	-8	108	4	-2	-5	-1	2
Cn1c(=O)c2c(nc(NCCNC(=O)c3ccco3)n2Cc2ccccc2Cl)n(C)c1=O	3	-3	-3	114	2	-15	19	1	-4
CCOC(=O)C(C)On1c(SC(C)C(=O)OCC)nc2ccccc2c1=O (stereo not drawn)	3[fluorescence artefact?]	-1	/	102	2	-6	-35	-2	/
O=C(OCc1nnc(-c2ccccc2)o1)c1cc(=O)c2ccccc2o1	7[fluorescence artefact?]	6	-3	96[fluorescence artefact?]	0	-13	14	1	-4
CN(c1ccccc1C(=O)N1CCCC1)S(C)(=O)=O	-11	-6[fluorescence artefact?]	/	126[fluorescence artefact?]	1	-11	-3	-2	/
O=S1(=O)N=C(SCCO)c2ccccc21	4[fluorescence artefact?]	3[fluorescence artefact?]	-1	113	11	1	16	-5	-5
COc1cccc(C2=NOC(C(=O)NCC3CCCO3)C2)c1 (stereo not drawn)	-5	-8	-6	96	7	-5	-9	5	-4
CCOc1nc(NCCC2=CCCCC2)nc(N2CCOCC2)n1	-1	3	-44	105	8	0	7	-2	-3
CCC1CCCCN1C(=O)CSc1nnc(CNC(=O)c2cc(OC)c(OC)c(OC)c2)o1 (stereo not drawn)	9	4	20	79	2	-8	-19	0	0
Cc1nc2ccccc2c2oc(C(=O)NCCCN3CCCC3=O)cc12	-7	-4	-1	102	/	/	/	/	0
COc1ccccc1CN(Cc1cc2cc3c(cc2[nH]c1=O)OCCO3)Cc1nnnn1Cc1ccco1	9	-2	/	76	34	-10	-25	9	/
O=C(C1CC1)N1CCc2cc(Br)cc(S(=O)(=O)N3CCCCCC3)c21	3[fluorescence artefact?]	4[fluorescence artefact?]	-12	92	/	/	/	/	0
Cc1ccc(-c2cc(-c3ccccc3C)[nH]n2)c(O)c1	0[fluorescence artefact?]	0	/	95	19	-15	16	0	/
COc1cccc(NC(=O)N2CCN(c3cccc(C)c3)C(C)C2)c1 (stereo not drawn)	-5	2	/	120	4	-8	2	-2	/
O=C(CN1CCC(C(=O)c2ccc(F)cc2)CC1)Nc1ccccc1	-3	1	11	78	8	-5	-9	0	-2
O=C(O)CCC(=O)Nc1ccc(N2CCCCC2)c(C(=O)O)c1	-22	-19	/	120[fluorescence artefact?]	6	-8	-18	-1	/
CC(C)(C)NC(=O)c1ccncc1	-6	-8	-25	91	13	0	1	-1	-2
O=C(Nc1ccc(S(=O)(=O)N2CCOCC2)cc1)c1ccc(Br)o1	-5	6	-43	113	3	-7	22	1	6
CC(Oc1ccc(Cl)cc1)C(=O)Nc1nccs1 (stereo not drawn)	-13[fluorescence artefact?]	-11	18	108	2	-5	-6	0	-6
COc1cc2c(cc1OC)C(c1cccc([N+](=O)[O-])c1)N(C(=O)c1ccc(F)cc1)CC2 (stereo not drawn)	/	/	/	/	11	-13	0	7	/

Remaining list, next part:
Molecule	ERb coact inh	ERa coact inh	CD11b adhes inh	ERa coact pot	HIV Rev-RRE inh	PLK1 kinase inh	PLK1 PBD inh	FAK blocker	Mac1 fbg enh
Cc1ccc2c(Cl)c(C(=O)Nc3cc(C)on3)sc2c1	7[fluorescence artefact?]	9[fluorescence artefact?]	16	113[fluorescence artefact?]	4	-6	-12	-5	-5
COCCCn1c(-c2ccccc2Cl)n[nH]c1=S	-27[fluorescence artefact?]	-38	6	119	0	-10	16	-2	-3
Cc1cc(NC(=O)COc2ccc(Cl)cc2Cl)n(-c2ccccc2)n1	-3[fluorescence artefact?]	0	-1	104	1	-5	-11	-2	-2
COc1ccccc1CNCC(O)(c1ccc(Cl)cc1)c1ccc(Cl)cc1	/	/	-2	/	13	5	-23	-1	-1
O=C1NC2=C(C(=O)CCC2)C(c2ccc3ncccc3c2)N1 (stereo not drawn)	1	3	-17	123	5	-6	21	1	0
Cc1ccc(NC(=O)CCSc2nnc(C)s2)cc1	-1	-5[fluorescence artefact?]	/	114	7	0	0	-1	/
COC(=O)c1c(NC(=O)c2ccc(C)cc2)sc(Cc2ccccc2)c1C	/	/	5	/	10	10	-22	-1	1
CC(=O)NC(=O)Nc1sc(=S)n(C)c1C	-1[fluorescence artefact?]	-4[fluorescence artefact?]	-3	98	1	-2	-11	-2	2
Cn1c(SCCN2CCCCC2)nnc1-c1ccccc1Br	-3	-4	3	104	3	-1	19	-2	2
C=CCNc1nnc(SCC(=O)N2CCCCC2)c2ccccc12	3	-3[fluorescence artefact?]	3	110	/	/	/	/	-1
O=C(COc1ccc(Cl)cc1Cl)NCCC1=CCCCC1	/	/	3	/	10	-3	-14	0	-2
COc1cc(/C=C2/N=C(C3CCCCC3)OC2=O)cc(OC)c1OC	1	7	6	158[fluorescence artefact?]	18	-6	-17	0	-3
COC(=O)c1ccccc1NC(=O)COc1ccccc1	2[fluorescence artefact?]	6	-11	102	4	-2	-8	0	0
CC(=O)C(C(C)=O)c1c(Cl)c(O)c(O)c2c(C(=O)c3ccccc3)coc12	55*[fluorescence artefact?]	22[fluorescence artefact?]	15	83[fluorescence artefact?]	5	6	26	6	2
CC(=Nc1ccc2c(c1)nc(CO)n2C)C1=C(O)CC(C)(C)CC1=O	-2	-7	-19	113	1	-4	12	-7	2
Cc1cc(N2CCN(C(=O)c3ccco3)CC2)nc(-c2ccccc2)n1	-22	-22	2	97[fluorescence artefact?]	/	/	/	/	0
CCCCN1C2CCCC1CC(NC(=O)N(C(C)C)C(C)C)C2 (stereo not drawn)	-11	-3	/	108	8	-3	2	-1	/
Cc1ccc(CNC(=O)C2CCCN(S(=O)(=O)c3c(C)noc3C)C2)cc1 (stereo not drawn)	-1[fluorescence artefact?]	4[fluorescence artefact?]	-10	102	5	-12	2	-1	-2
COCCCNC(=O)CCc1nc(-c2ccccc2)no1	3	-5	-8	144	-1	-6	6	-1	1
CCN(CC)CCCNC(=O)c1[nH]c(C)c(C(=O)NC2CCCCC2)c1C	-7	4	16	98	6	-18	5	0	-2

New compounds follow.
Molecule	ERb coact inh	ERa coact inh	CD11b adhes inh	ERa coact pot	HIV Rev-RRE inh	PLK1 kinase inh	PLK1 PBD inh	FAK blocker	Mac1 fbg enh
C=CCNS(=O)(=O)c1sccc1/C=N/O	1[fluorescence artefact?]	3	-11	110	2	-7	-14	0	1
CCn1ncc(C2=NOC(C(=O)NCc3ccc(Cl)cc3)C2)c1C (stereo not drawn)	6[fluorescence artefact?]	7[fluorescence artefact?]	38	111	/	/	/	/	-10
CCOC(=O)/C(C(C)=O)=C1/OC(=O)c2ccccc21	7[fluorescence artefact?]	19	2	91	4	-15	6	13	-2
COCCNC(=O)CCCCCNS(=O)(=O)c1ccc(C)cc1	-3	-2	-9	131	-2	-8	-11	4	-6
CCn1cc(C(=O)NCc2ccc3c(c2)OCO3)c(=O)c2cc(F)c(N3CCN(C(=O)c4ccco4)CC3)cc21	7[fluorescence artefact?]	11[fluorescence artefact?]	14	96[fluorescence artefact?]	-7	-11	16	0	-3
CC(C)CC(=O)c1c[nH]c(C(=O)NCCCN2CCOCC2)c1	/	/	-7	/	1	-11	19	1	0
O=C(NCc1cccnc1)/C(=C/c1ccc(-c2ccc(Cl)cc2)o1)S(=O)(=O)c1ccccc1	/	/	/	/	1	-11	32	3	/
CC(C)COC(=O)c1cccc2c1-c1ccccc1/C2=N\O	-5	-7	/	81	25	-8	-3	55*	/
CSc1nc(C)c2c(n1)N(c1ccc(C(F)(F)F)cc1)CC2	/	/	/	/	15	-28	-1	-2	/
CC(=O)Nc1ccc(S(=O)(=O)N2CCNC(=O)CC2)cc1	/	/	-3	/	13	-8	-8	-4	-1
O=C(Nc1ccccc1N1CCCCC1)c1ccco1	-15[fluorescence artefact?]	-7	/	97	11	-6	5	24*	/
COc1ccc(NC(=O)c2ccccc2NC(=O)C2CCCO2)cc1 (stereo not drawn)	0	-3	6	92	2	-8	4	-1	1
Cc1ccccc1-n1c(=O)cc(N2CCc3ccccc32)[nH]c1=O	-7[fluorescence artefact?]	5	10	95[fluorescence artefact?]	5	-20	-15	-11	1
Cc1ccc(N(C(=O)C(F)(F)F)C(C(=O)NC2CCCCC2)c2cccs2)cc1 (stereo not drawn)	/	/	/	/	12	-4	-15	3	/
COc1nc(NCCc2ccc(OC)c(OC)c2)nc(NC(C)(C)CO)n1	12[fluorescence artefact?]	0	/	96	-5	-11	-19	0	/

As a working copy, part of the list above.
Molecule	ERb coact inh	ERa coact inh	CD11b adhes inh	ERa coact pot	HIV Rev-RRE inh	PLK1 kinase inh	PLK1 PBD inh	FAK blocker	Mac1 fbg enh
CCn1ncc(C2=NOC(C(=O)NCc3ccc(Cl)cc3)C2)c1C (stereo not drawn)	6[fluorescence artefact?]	7[fluorescence artefact?]	38	111	/	/	/	/	-10
CCOC(=O)/C(C(C)=O)=C1/OC(=O)c2ccccc21	7[fluorescence artefact?]	19	2	91	4	-15	6	13	-2
COCCNC(=O)CCCCCNS(=O)(=O)c1ccc(C)cc1	-3	-2	-9	131	-2	-8	-11	4	-6
CCn1cc(C(=O)NCc2ccc3c(c2)OCO3)c(=O)c2cc(F)c(N3CCN(C(=O)c4ccco4)CC3)cc21	7[fluorescence artefact?]	11[fluorescence artefact?]	14	96[fluorescence artefact?]	-7	-11	16	0	-3
CC(C)CC(=O)c1c[nH]c(C(=O)NCCCN2CCOCC2)c1	/	/	-7	/	1	-11	19	1	0
O=C(NCc1cccnc1)/C(=C/c1ccc(-c2ccc(Cl)cc2)o1)S(=O)(=O)c1ccccc1	/	/	/	/	1	-11	32	3	/
CC(C)COC(=O)c1cccc2c1-c1ccccc1/C2=N\O	-5	-7	/	81	25	-8	-3	55*	/
CSc1nc(C)c2c(n1)N(c1ccc(C(F)(F)F)cc1)CC2	/	/	/	/	15	-28	-1	-2	/
CC(=O)Nc1ccc(S(=O)(=O)N2CCNC(=O)CC2)cc1	/	/	-3	/	13	-8	-8	-4	-1

Screening results as filed in PubChem BioAssay.
